p53ts 39C tox: qHTS Screen for Compounds that Selectively Target Cancer Cells with p53 Mutations: Cytotoxicity of p53ts Cells at the Nonpermissive Temperature; H1299-p53A138V viability at 39C, ATP luminescence, 24 h; Potency, µM (highest dose often 46.1 µM), for inactives: at the highest dose activity change, negative = cell killing, actives largely listed as cytotoxic; 130,000 tested, 1.5% active; note: nearly all actives have a fitted effect of over 55% in size
Peg3 imprint: qHTS Assay for Compounds that Induce Erasure of Genomic Imprints; mouse ES Peg3-LacZ reporter, beta-gal luminescence, 40 h; AID 1948, 2009; 110,000 tested, 0.02% active; Potency, µM (highest dose often 60.7 µM), without a hit: at the highest dose activity change, positive = activation, hits mostly activators;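 note: 0% = negative control wells on the plate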
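Readout: BetaGlo luminescence (5 min, room temp) for LacZ from the normally silent maternal Peg3 allele in female Peg3LacZ-Neo ES cells. Cells 300/well, 40 h, 37C, 5% CO2. Data normalized per plate to negative controls.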
IkB signaling: IkB Signaling. ABC-DLBCL IkBa-CBG/CBR dual luciferase ratio, 4 h; response scale: scaled: untreated 0%, proteasome inhibitor 100%. Potency, µM (doses to about 57.1 µM), without a hit: at the top dose IkBa stabilization activation. 110,000 tested, 0.04% active. AID 445, 2006; active = well fitted curve in the direction sought with a large enough effect in the signal ratio, not every such curve was filed as active; inconclusive = small, poorly fitted or top-dose-only effect, or a change in a side signal; the % refers to the signal ratio;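 note: the direction sought is a rising ratio; 0% = basal untreated cells and 100% = reference inhibitor full response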
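Luminescence ratio of IκBα-fused green versus native red beetle luciferase in OCI-Ly3 cells, 4 h post-doxycycline with compound; red signal alone, scaled from basal (0%) to zero light (-100%), flagged nonspecific or cytotoxic effects.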
p53ts 32C tox: qHTS Screen for Compounds that Selectively Target Cancer Cells with p53 Mutations: Cytotoxicity of p53ts Cells at the Permissive Temperature | H1299-p53A138V at 32C, ATP luminescence viability, 24 h | Potency, µM (highest dose often 46.1 µM), without a hit: at the top dose activity change, negative = cytotoxicity, usual class: cytotoxic | 130,000 tested, 0.93% active;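 note: 0% = DMSO and -100% = full killing by reference compound; nearly all actives have a fitted effect of over 55% in size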
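H1299-p53 A138V cells (temperature-sensitive p53) exposed 24 h to up to 46 uM compound at 32C, where p53 is wild-type in conformation. Viability read as ATP luminescence and normalised to DMSO and 100 uM tamoxifen. AC50 fitted with the Hill equation.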
Numbers without * were called inactive; ? = inconclusive; . = not tested or not shown; & = joins results of further samples; [ ] = dose if it differs, or a comment. Unless noted, calls come from the whole dose curve; as a rule, active = well fitted curve in the direction sought with a large enough effect; inconclusive = small, poorly fitted or top-dose-only effect, or another doubt; inactive = no such curve, though single readings can be large; an effect the other way counts as inactive or inconclusive. Unless noted, % is set by controls: 0 for no effect and ±100 for the full control effect; potency is the fitted concentration of half-maximal effect. Compounds as they come; about 1.7% have a hit in one of these screens.

Screens in order: Peg3 imprint	p53ts 32C tox	p53ts 39C tox	IkB signaling
COc1ccccc1NC(=O)C1=C(C)Nc2nc(SCC(=O)c3ccc(C)cc3)nn2C1c1ccc(F)cc1 (stereo unspecified)
    -6%[10.9 µM]	5%	28%	-0.4%
Cc1ccc(S(=O)(=O)NC2=NCN(C3CCCCC3)CN2)cc1
    -11%	1%	8%	2.8%
COc1ccc(N2CC(NC(=O)C3CCCCC3)CC2=O)cc1OC (stereo unspecified)
    -15%[10.9 µM]	5%	-4%	-1.0%
COc1ccc(C2NCCc3cc(OC)c(OC)cc32)cc1OC (stereo unspecified)
    -7%	13%	7%	-4.3%
Cc1nn2c(=O)cc(COC(=O)c3ccc(NC(=O)COc4ccccc4F)cc3)nc2s1
    -6%[10.9 µM]	3%	-16%	0.4%
Cc1ccc(Sc2c(C)nn(C(C)(C)C)c2OC(=O)CC(C)C)cc1
    -12%[10.9 µM]	-12%	16%	?
CCOC(=O)c1cccc(NC(=O)CN2CCN(c3ccc(OC)cc3)CC2)c1
    -9%	7%	-4%	1.3%
COc1ccccc1Cc1noc(-c2cc(Cl)ccc2OC)n1
    -14%	2%	6%	3.6%
COc1cc2nc(N3CCNCC3)nc(N)c2cc1OC
    0%	6%	1%	5.9%
Cc1noc(C)c1C(=O)N1CCC[C@@]2(CCN(c3ccccc3)C2)C1
    .	-4%	-1%	7.1%[11.4 µM]
COc1ccccc1-c1cc2nc(C)c(CCC(=O)NCc3cccc(Cl)c3)c(C)n2n1
    -4%[10.9 µM]	15%	-15%	?
CCOc1ccc(-c2nonc2NC(=O)c2ccco2)cc1
    -10%[10.9 µM]	7%	-4%	0.6%
O=C(O)C1CCCN1C(=O)Oc1ccccc1 (stereo unspecified)
    1%	4%	4%	-0.3%
Nc1ccc2nc(-c3cccs3)[nH]c2c1
    .	?	-21%	.
O=C(CC1(O)C(=O)N(Cc2ccc3c(c2)OCO3)c2ccccc21)c1ccccc1 (stereo unspecified)
    -17%	4%	-11%	3.4%
C=CC[C@@H]1C=C[C@@H](O/N=C2/[C@H]3O[C@@H]3[C@@H](O)[C@H]3[C@H]2CCn2c(=O)n(-c4ccccc4)c(=O)n23)[C@@H](CO)O1
    .	11%[9.22 µM]	4%[9.22 µM]	.
O=C1CN(S(=O)(=O)c2ccc(F)cc2)CC(=O)N1CCc1ccccc1
    -2%	-3%	-3%	0.4%
CCOCCCNS(=O)(=O)c1ccc2c(c1)OCCO2
    -11%	-5%	-1%	-0.4%
O=C(Cn1cnc(S(=O)(=O)N2CCCC2)c1)Nc1ccccc1
    -6%[10.9 µM]	-2%	-9%	-1.8%
CC(C)(C)C(=O)Nc1c2c(nc3c1CCC3)CCCC2
    -4%	7%	7%	-3.0%
COC(=O)C1=C(C)Nc2ncnn2C1c1ccc(OC(=O)c2ccccc2)cc1 (stereo unspecified)
    -6%	-5%	12%	5.0%
Cc1nc2ncnn2c(C)c1CCC(=O)N1CCOCC1
    -4%	-2%	0%	-1.2%
C=CCC(NCCCO)c1cccc(OC)c1OC (stereo unspecified)
    -10%	6%	4%	-1.4%
CCCCCCCCCCCC(=O)O[C@H](CC(=O)O)C[N+](C)(C)C
    -32%[inhibitor]	-3%	-30%	0.6%
O=C(C1CCN(S(=O)(=O)c2cccc3nonc23)CC1)N1CCN(c2cccc(Cl)c2)CC1
    -19%[10.9 µM]	2%	-23%	?
O=C(Nc1ccc2nn(-c3ccccc3)nc2c1)c1ccco1
    .	-25%	?	.
CCOc1ccc(OCc2cccc(C(=O)O)c2)cc1
    -95%[inhibitor]	2.5µM*	2µM*	?
CN(C)Cc1c(O)ccc2occ(C(O)c3ccccc3)c12 (stereo unspecified)
    -10%	-3%	3%	3.0%
CCOc1ccc(C(=O)c2oc3ccccc3c2NC(=O)c2cc(-c3ccccc3)on2)cc1
    -10%[10.9 µM]	-2%	29%	-0.8%
O=c1c(-c2ccccc2)c(O)c2cccc3c2n1CCC3
    -12%	11%	12%	4.2%

Brought forward from above: 2 compounds, followed by the next part.
Screens in order: Peg3 imprint	p53ts 32C tox	p53ts 39C tox	IkB signaling
CCOc1ccc(C(=O)c2oc3ccccc3c2NC(=O)c2cc(-c3ccccc3)on2)cc1
    -10%[10.9 µM]	-2%	29%	-0.8%
O=c1c(-c2ccccc2)c(O)c2cccc3c2n1CCC3
    -12%	11%	12%	4.2%
Cc1ccc(Cl)cc1N1CCN(C(=O)c2ccc(CS(=O)(=O)c3ccc(Br)cc3)o2)CC1
    -11%[10.9 µM]	4%	-20%	?
CCc1ccc(-c2nc3c(c(SCc4ccccc4F)n2)Cc2c(CO)cnc(C)c2O3)cc1
    -15%[10.9 µM]	10%	12%	-0.5%
O=C(N[C@@H](c1ccccc1)[C@@H]1C[C@H]1C(=O)O)OCc1ccccc1
    -8%	9%	4%	.
CN1/C(=C\P(=O)(N(C)C)N(C)C)C(C)(C)c2ccccc21
    3%	-3%	-14%	1.5%
COc1ccc(NC(=O)CN(C)S(=O)(=O)c2ccc3c(c2)CCCN3C(C)=O)cc1
    -11%[10.9 µM]	7%	5%	0.2%
O=C(O)c1ccccc1SCc1ccc2c(c1)OCO2
    -16%	-4%	0%	0.5%
CCOc1ccccc1CNC(=O)Nc1cn(CC(C)C)c(=O)c2ccccc12
    20%[10.9 µM]	-1%	?	8.3%
O=C(Nc1ccc(Br)cc1)c1ccc(Br)c(S(=O)(=O)N2CCCCC2)c1
    -11%[10.9 µM]	-5%	-13%	?
CC(C)=NO[C@@H](C)c1cn([C@H](CO)Cc2ccccc2)nn1
    .	-3%&-2%[9.22 µM]	3%&12%[9.22 µM]	.
CCCn1nnnc1SCC(=O)c1ccc(NC(C)=O)cc1
    2%	-10%	4%	2.3%
COC(=O)c1cccc(CN2C(=O)SC(Nc3ccccc3C)C2=O)c1 (stereo unspecified)
    -10%[10.9 µM]	6%	11%	?
Cc1ccc(CCNC(=O)c2ccc3nc(N4CCC(C)CC4)sc3c2)cc1
    -6%[10.9 µM]	6%	12%	?
COc1ccc(N2C(=O)C3CCCN3C2c2ccc(C)o2)cc1Cl (stereo unspecified)
    -7%	-7%	2%	-2.0%
Cc1ccc(NC2=CC(=O)C(=O)c3ccccc32)cc1
    .	?	3.2µM*	.
Cc1ccc2nc(-c3ccsc3)c(Nc3ccc(C(C)C)cc3)n2c1
    13%[10.9 µM]	25%	-15%	-0.8%
CCn1c(=O)n(CC)c2cc(N3CCCC3)c(NC(=O)Nc3cc(C)cc(C)c3)cc21
    3%[10.9 µM]	?	13µM*	?
C=CCOc1ccc(/C=C/C(C)=N\O)cc1
    -64%[inhibitor]	?	-22%	0.4%
O=C(NCCS(=O)(=O)N1CCN(c2ccc(F)cc2)CC1)C1CC(=O)N(c2ccccc2)C1 (stereo unspecified)
    -9%[10.9 µM]	-4%	-14%	-0.7%
CCOC(=O)C1C(=O)N(C(=O)c2cncc(Br)c2)CC1c1ccccc1 (stereo unspecified)
    -6%	2%	12%	-0.3%
O=C(c1cccc([N+](=O)[O-])c1)N1c2nc(-c3ccco3)nn2C2(CCCCC2)[C@@H]2CCCC[C@@H]21
    -13%[10.9 µM]	4%	24%	?
Cc1cc(C(=O)Nc2ccccc2C#N)n(-c2ccccc2)n1
    -13%	6%	1%	?
COc1cccc(Nc2ncc3nc(-c4ccccc4)c(=O)n(C4CC4)c3n2)c1
    .	-3%	1%	-5.9%[11.4 µM]
O=c1c(-c2cc(F)cc(F)c2)nc2cnc(N3CCOCC3)nc2n1Cc1ccc(F)cc1
    1%	-5%	0%	1.1%[11.4 µM]
O=S(=O)(O)c1nnc2sc3ccccc3n12
    13%	-10%	-5%	5.2%
CCNc1nc(N)c(C(=O)c2ccc(Cl)s2)s1
    -19%	3%	16%	-8.5%
Cc1cc(C)c2c(c1)NC(=O)C2(O)CC(=O)c1cccs1 (stereo unspecified)
    -5%	-3%	7%	-0.3%
COc1ccc(C(=O)NCc2nnc(SCC(=O)N3CCC(C)CC3)o2)cc1OC
    -9%	-2%	-7%	-0.1%
COc1cccc(CNC(=O)CN(c2ccc(C)cc2)S(=O)(=O)N(C)C)c1OC
    -10%[10.9 µM]	0%	?	?
CCN1CCCC1CNC(=O)c1cn(CC)c2ccc(S(=O)(=O)N3CCCCCC3)cc2c1=O (stereo unspecified)
    -5%	-5%	-5%	2.6%
Cc1nc(NCCN2CCOCC2)c2oc3ccccc3c2n1
    -51%[inhibitor]	?	?	-0.7%
O=C(NCc1ccc(F)cc1)c1c(O)nc2ccccn2c1=O
    -7%[10.9 µM]	-7%	9%	?
Cc1cccc(OCCc2nnc(N)s2)c1C
    -3%	-7%	-5%	0.1%
O=c1c2ccccc2nc(-c2ccc(Cl)cc2)n1CCCCOc1ccc(F)cc1
    -7%[10.9 µM]	-7%	-19%	4.0%
Cc1ccnc2nc(NC(=O)c3ccccc3Cl)nn12
    -9%[10.9 µM]	-3%	3%	?
CC(C)CN(C(=O)CSc1nnc2c(Cl)cc(C(F)(F)F)cn12)C1CCS(=O)(=O)C1 (stereo unspecified)
    11%	5%	4%	0.9%
Nc1nnc(CSCc2ccccc2)s1
    .	9%	-15%	-2.2%
NS(=O)(=O)c1cc2c(cc1Cl)NC(C(Cl)Cl)NS2(=O)=O (stereo unspecified)
    -3%	4%	0%	.

Gathered by group, the compounds so far with an aryl methoxy group
Screens in order: Peg3 imprint	p53ts 32C tox	p53ts 39C tox	IkB signaling
COc1ccccc1NC(=O)C1=C(C)Nc2nc(SCC(=O)c3ccc(C)cc3)nn2C1c1ccc(F)cc1 (stereo unspecified)
    -6%[10.9 µM]	5%	28%	-0.4%
COc1ccc(N2CC(NC(=O)C3CCCCC3)CC2=O)cc1OC (stereo unspecified)
    -15%[10.9 µM]	5%	-4%	-1.0%
COc1ccc(C2NCCc3cc(OC)c(OC)cc32)cc1OC (stereo unspecified)
    -7%	13%	7%	-4.3%
CCOC(=O)c1cccc(NC(=O)CN2CCN(c3ccc(OC)cc3)CC2)c1
    -9%	7%	-4%	1.3%
COc1ccccc1Cc1noc(-c2cc(Cl)ccc2OC)n1
    -14%	2%	6%	3.6%
COc1cc2nc(N3CCNCC3)nc(N)c2cc1OC
    0%	6%	1%	5.9%
COc1ccccc1-c1cc2nc(C)c(CCC(=O)NCc3cccc(Cl)c3)c(C)n2n1
    -4%[10.9 µM]	15%	-15%	?
C=CCC(NCCCO)c1cccc(OC)c1OC (stereo unspecified)
    -10%	6%	4%	-1.4%
COc1ccc(NC(=O)CN(C)S(=O)(=O)c2ccc3c(c2)CCCN3C(C)=O)cc1
    -11%[10.9 µM]	7%	5%	0.2%
COc1ccc(N2C(=O)C3CCCN3C2c2ccc(C)o2)cc1Cl (stereo unspecified)
    -7%	-7%	2%	-2.0%
COc1cccc(Nc2ncc3nc(-c4ccccc4)c(=O)n(C4CC4)c3n2)c1
    .	-3%	1%	-5.9%[11.4 µM]
COc1ccc(C(=O)NCc2nnc(SCC(=O)N3CCC(C)CC3)o2)cc1OC
    -9%	-2%	-7%	-0.1%
COc1cccc(CNC(=O)CN(c2ccc(C)cc2)S(=O)(=O)N(C)C)c1OC
    -10%[10.9 µM]	0%	?	?
